# Y pestis TopoI: inhibitors of Yersinia pestis topoisomerase I; Y. pestis Topo-I cleavage product accumulation, plate reader; activity, % at 10 µM; 360,000 compounds, 0.064% hits; AID 504884; in the data active = activity above about 50%, passing the limit was not always enough; inconclusive = no clear call, values can overlap the other calls; also: inactives centre near 2
# PriA SSB inh: blocks PriA binding to SSB C-terminal tail. 430,000 compounds, 0.6% hits. inhibition, % at 33 µM. AlphaScreen SSBct-PriA binding, biotinylated peptide; in the data active = inhibition mostly above about 37%, no sharp cut-off; inactive = mostly below about 20%;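 also: plate controls were negative control peptide for no effect and reference peptide for full effect; strong numbers were not always called active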
# Vc quorum ag: quorum light induction in luxS cqsA deficient V. cholerae; activation, % at 18.7 µM; 350,000 compounds, 0.16% hits; AID 588436; V. cholerae BH1578 lux reporter, luminescence, 6 h; in the data active = activation mostly above about 9.7%, no sharp cut-off; inconclusive = no clear call, values can overlap the other calls; inactive = mostly below about 3.7%; also: not every result past the cut was called active; inactives centre near 0; reference of the scale not given here
# TcdB inh: blocks C. difficile toxin B glycohydrolase activity; P18177; inhibition, % at 9.99 µM; TcdB glycohydrolase enzymatic assay, plate reader; AID 652162; 350,000 compounds, 0.24% hits; in the data active = inhibition above about 10%
# Anthrax LF prot: inhibitors of Bacillus anthracis lethal factor protease; multiplex microsphere protease cleavage assay, LF; inhibition, % at 10 µM; 360,000 compounds, 0.12% hits; AID 588501; also: plate controls were buffer without enzyme for full effect and enzyme alone for no effect
# Target sequence (P15917 whole entry, looked up): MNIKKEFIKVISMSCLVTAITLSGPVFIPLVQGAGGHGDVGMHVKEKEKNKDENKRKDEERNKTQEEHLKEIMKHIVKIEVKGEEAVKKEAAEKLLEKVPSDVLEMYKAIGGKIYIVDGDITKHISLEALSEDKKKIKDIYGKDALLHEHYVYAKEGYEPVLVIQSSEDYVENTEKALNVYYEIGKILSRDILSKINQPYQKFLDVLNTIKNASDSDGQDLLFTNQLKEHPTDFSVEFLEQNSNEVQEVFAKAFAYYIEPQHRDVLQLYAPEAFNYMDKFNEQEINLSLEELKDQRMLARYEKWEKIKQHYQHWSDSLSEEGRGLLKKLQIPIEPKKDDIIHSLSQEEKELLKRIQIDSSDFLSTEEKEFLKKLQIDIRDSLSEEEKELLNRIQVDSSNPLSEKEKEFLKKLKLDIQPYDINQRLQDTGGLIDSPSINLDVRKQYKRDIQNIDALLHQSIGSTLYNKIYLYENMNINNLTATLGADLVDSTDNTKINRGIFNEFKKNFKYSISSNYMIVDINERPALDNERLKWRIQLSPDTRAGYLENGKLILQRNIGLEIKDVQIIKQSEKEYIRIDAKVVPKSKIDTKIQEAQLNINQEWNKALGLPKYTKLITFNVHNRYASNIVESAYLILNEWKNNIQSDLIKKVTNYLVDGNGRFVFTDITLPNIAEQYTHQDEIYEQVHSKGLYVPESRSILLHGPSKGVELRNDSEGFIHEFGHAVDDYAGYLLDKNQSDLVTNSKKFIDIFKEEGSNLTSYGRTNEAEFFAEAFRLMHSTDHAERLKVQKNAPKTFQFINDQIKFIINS
# DUSP3 inh: blocks human VHR1 dual specificity phosphatase. 290,000 compounds, 0.52% hits. P51452. inhibition, % at 13.3 µM. recombinant VHR phosphatase, pNPP absorbance; in the data active = inhibition above about 50%; also: some compounds called inactive have numbers as strong as hits
# Target sequence (P51452 whole entry, looked up): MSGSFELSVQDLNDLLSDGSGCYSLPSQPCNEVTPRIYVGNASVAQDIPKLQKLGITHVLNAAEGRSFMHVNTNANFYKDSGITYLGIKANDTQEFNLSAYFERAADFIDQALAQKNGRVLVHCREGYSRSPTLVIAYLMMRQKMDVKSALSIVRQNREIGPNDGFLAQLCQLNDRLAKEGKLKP
# PfHsp40 rescue: rescue of PfHsp40-mediated yeast toxicity | 340,000 compounds, 0.68% hits | S. cerevisiae expressing PfHsp40, growth rescue, ATP luminescence | growth rescue, % at 12.5 µM | AID 504582; in the data active = growth rescue above about 28%, passing the limit was not always enough; inconclusive = no clear call, values can overlap the other calls;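 also: yeast W303a lacking pdr1 and pdr3 grown in galactose medium; growth measured after three days at 30 °C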
# CCHF vOTU inh: CCHFV vOTU protease inhibition; Pep-AMC fluorescence; inhibition, % at 11.5 µM; 370,000 compounds, 0.55% hits; AID 651958; in the data active = inhibition above about 30%; also: 0% = vehicle wells with enzyme and 100% = no enzyme wells
# BoNT A protease: blocks Botulinum neurotoxin A light chain protease | inhibition, % at 10 µM | multiplex microsphere protease substrate cleavage, flow cytometry | 360,000 compounds, 0.17% hits; also: plate controls were buffer without enzyme for full effect and enzyme alone for no effect
# 3CLpro inhibitor: SARS-CoV 3CLpro protease inhibition | AID 1706 | recombinant SARS-CoV 3CLpro, quenched FRET peptide cleavage | inhibition, % at 6 µM | 290,000 compounds, 0.14% hits; in the data active = inhibition above about 12%
# An asterisk follows results filed as active; i = inactive; ? = inconclusive; / = no result given; & = joins results of further samples. Rule as the data show it, unless noted: active = inhibition above about 30%; inconclusive = no clear call, values can overlap the other calls; inactive = below that. Only part of the results is shown; the hit share may differ from the screen's.
# Fields: Y pestis TopoI	PriA SSB inh	Vc quorum ag	TcdB inh	Anthrax LF prot	DUSP3 inh	PfHsp40 rescue	CCHF vOTU inh	BoNT A protease	3CLpro inhibitor
1. CC(C)OCCCNC(=O)CN1CCN(Cc2ccccc2Cl)C1=O
  -5.7	-0.8	i	/	-1.1	22.3	0.0	-3.1	-0.4	0.5
2. CCN(Cc1ccccc1)S(=O)(=O)c1c(C)[nH]c(C)c1C(=O)N1CCCC1
  1.0	-2.5	-0.3	4.1	-2.5	0.4	0.7	2.4	-0.2	-1.7
3. CC(=O)N1CCN(c2ccccc2NC(=O)c2ccc(C#N)cc2F)CC1
  -4.9	5.7	-0.5	1.2	0.7	25.2	-0.8	5.9	-0.2	3.8
4. O=C(O)CCC(=O)N1CCN(S(=O)(=O)c2cccs2)CC1
  3.2	-6.2	-0.4	1.5	-1.0	-13.3	20.6	-5.8	0.4	1.9
5. Cc1cccc(CC2CC(=O)N(c3ccc(C)cc3Br)C2=O)c1 (configuration not stated)
  -0.6	-17.5	-1.7	0.8	2.8	-17.1	2.6	-8.4	-1.7	-0.6
6. CCCCC(=O)N(C)c1c(CC)nc2c(OCCOc3ccccc3)cccn12
  19.7	/	-0.8	0.9	-3.1	/	/	-2.5	0.2	/
7. Cn1c(-c2cccc([N+](=O)[O-])c2)cnc1NCc1cccc([N+](=O)[O-])c1
  -7.7	16.3	-0.3	0.9	-11.3	-18.3	1.5	-0.4	-0.3	0.2
8. CC(C)CC(=O)NCCNC(=O)c1cc(OCC(F)(F)F)ccc1OCC(F)(F)F
  -10.3	-0.2	1.0	/	2.1	0.5	-0.2	22.5	-0.5	1.3
9. Cc1csc(NC(=O)CSC2=NS(=O)(=O)c3ccccc3N2)n1
  -0.8	3.8	i	-3.2	/	/	0.0	3.0	/	/
10. O=C(COc1ccccc1Cl)N1CCCCCCC1
  -3.1	-5.2	i	-0.2	-6.3	63.9	-2.1	-11.3	2.3	0.2
11. C#C[C@@]1(O)CCC2C3CCC4=C/C(=N/OCC(=O)NC(C(=O)O)C(C)O)CC[C@]4(C)C3CC[C@@]21C (some centres not stated)
  1.5	/	0.0	0.2	-4.9	/	0.8	12.1	-3.3	-4.6
12. C=CCn1c(-c2cccnc2Cl)nc2ccccc21
  3.8	0.7	-0.3	0.1	-3.6	16.0	-1.3	-0.4	-2.3	0.2
13. CC1=NN(S(=O)(=O)c2ccc(F)cc2)C(=O)c2ccccc2O1
  3.7	-9.9	-2.0	/	-1.4	21.4	-0.4	9.2	0.2	-4.5
14. Cc1cccc(N2CCN(CC3CCCCC3)CC2)c1C
  9.7	-19.9	1.3	-0.1	-1.6	-7.8	-1.5	-8.3	-0.5	0.1
15. O=c1c(-c2ccco2)[n+]([O-])c2ccccc2n1OCc1ccccn1
  1.6	0.8	-5.0	/	4.3	-13.3	0.2	3.2	0.7	-1.3
16. Cc1ccc(C)c(NC(=S)NC(=O)c2cncc(Br)c2)c1
  3.9	3.1	-0.4	0.8	/	/	/	-8.2	/	/
17. CCCCNCCOc1ccccc1-c1ccccc1
  1.1	-8.3	-1.0	/	-0.3	-2.2	-1.3	-0.8	-0.5	6.6
18. COC(=O)C1=C(c2ccc3ccccc3c2)C[C@@H]2CC[C@H]1N2C(=O)NC1Cc2ccccc2C1
  24.3	-1.0	-2.4	-1.0	-6.6	/	3.2	-6.0	-0.7	/
19. O=C(Nc1cccc(S(=O)(=O)N2CCCCC2)c1)C1CC(=O)N(Cc2ccccc2)C1 (configuration not stated)
  14.1	-5.2	0.0	1.7	-2.6	/	-1.3	-3.1	0.3	/
20. CCC1=NN(C(=O)c2ccccc2[N+](=O)[O-])C(O)(c2ccccc2)C1 (configuration not stated)
  -10.1	/	-1.1	1.2	-7.4	/	/	-5.5	-0.3	/
21. COc1ccc(S(=O)(=O)N2CCOCC2)cc1NC(=O)C1CCCN1C(=O)c1cccs1 (configuration not stated)
  11.1	8.8	i	-3.3	-4.2	/	0.8	-1.3	-2.0	/
22. CC1(C)CC(=O)C([N+](=O)[O-])=C(NCCCC(=O)O)C1
  0.0	-7.7	-0.3	/	-2.2	2.1	1.2	25.0	-0.4	0.2
23. COc1cccc(CN(C)C(=O)CNC(=O)c2cccs2)c1OC
  -0.6	-2.5	i	3.2	-2.9	/	0.2	-10.9	2.5	/
24. CC(C)Cn1c(SCC(=O)NCc2ccco2)nnc1-c1ccncc1
  4.7	-6.0	2.2	0.3	-5.9	16.6	-0.3	0.2	0.4	0.3
25. CCOc1ccc(CCNC(=O)COC(=O)C2CCN(S(=O)(=O)c3ccccc3)CC2)cc1OCC
  22.1	-17.2	i	-3.1	/	/	-0.2	14.4	/	/
26. Cc1cccc(CCNC(=O)C2CC(O)CN2C(=O)Nc2ccccc2)c1 (configuration not stated)
  -5.1	/	0.5	-1.7	-4.2	/	/	14.2	0.3	/
27. COc1ccc(S(=O)(=O)Nc2cc(C(=O)NCCCN3CCOCC3)ccc2N2CCOCC2)cc1
  -0.2	-11.0	-0.1	1.0	0.0	14.1	-1.3	1.5	-0.5	1.3
28. CCn1c(SCC(=O)Nc2nnc(C)s2)nnc1C(C)NC(=O)c1ccccc1F (configuration not stated)
  5.7	-10.7	-0.2	-1.0	-0.2	26.0	-0.6	-2.1	-0.7	-4.3
29. COc1ccc(S(=O)(=O)NC(Cc2cnc[nH]2)C(=O)O)cc1 (configuration not stated)
  4.4	-7.2	4.3	/	-0.8	1.9	-2.0	15.3	1.2	7.4
30. COC(=O)c1ccccc1NC(=O)CN(c1ccc(C)cc1)S(C)(=O)=O
  22.2	0.0	i	0.3	-11.7	2.3	-0.1	0.8	-0.2	-1.1

# 3 compounds out of the list, ordered by molecular weight, descending.
# Fields: Y pestis TopoI	PriA SSB inh	Vc quorum ag	TcdB inh	Anthrax LF prot	DUSP3 inh	PfHsp40 rescue	CCHF vOTU inh	BoNT A protease	3CLpro inhibitor
1. CC(C)OCCCNC(=O)CN1CCN(Cc2ccccc2Cl)C1=O
  -5.7	-0.8	i	/	-1.1	22.3	0.0	-3.1	-0.4	0.5
3. CC(=O)N1CCN(c2ccccc2NC(=O)c2ccc(C#N)cc2F)CC1
  -4.9	5.7	-0.5	1.2	0.7	25.2	-0.8	5.9	-0.2	3.8
7. Cn1c(-c2cccc([N+](=O)[O-])c2)cnc1NCc1cccc([N+](=O)[O-])c1
  -7.7	16.3	-0.3	0.9	-11.3	-18.3	1.5	-0.4	-0.3	0.2

# Later entries.
# Fields: Y pestis TopoI	PriA SSB inh	Vc quorum ag	TcdB inh	Anthrax LF prot	DUSP3 inh	PfHsp40 rescue	CCHF vOTU inh	BoNT A protease	3CLpro inhibitor
31. CNC(=O)COC(=O)COc1ccc2c(C)cc(=O)oc2c1
  2.2	11.4	i	1.5	-0.4	13.1	1.3	4.7	-0.3	0.8
32. CCCCc1ccc(S(=O)(=O)NC(=O)C2(C)CCN2C(=O)CC2CC2)cc1 (configuration not stated)
  -11.1	/	-0.3	0.7	-1.5	/	/	4.3	-0.2	/
33. Cc1nc(C)c(CCNC(=O)c2ccccc2Br)s1
  -6.1	1.5	1.5	/	-3.9	27.7	0.1	-3.5	1.9	4.8
34. O=C(Cn1cc([N+](=O)[O-])ccc1=O)N1CCc2ccccc21
  -4.2	-1.4	-8.4	-0.2	1.9	/	-1.6	22.3	0.0	/
35. Cc1nnsc1C(=O)NNS(=O)(=O)c1cc(C(F)(F)F)cc(C(F)(F)F)c1
  3.3	-7.0	0.5	-0.8	/	1.7	-1.9	-11.3	/	-0.5
36. Cc1ccc(CNc2oc(COc3ccccc3Cl)nc2C#N)cc1
  -5.2	14.2	0.3	/	-4.0	-7.1	0.3	4.9	-0.7	-1.5
37. CCN(C(=O)CN1C(=O)NC(c2ccccc2)(c2ccc(C)c(C)c2)C1=O)C1CCS(=O)(=O)C1 (configuration not stated)
  19.7	6.1	i	0.8	-3.2	/	-0.3	1.5	-0.2	/
38. CC(=O)Nc1ccc(NC(=O)C(=O)c2cn(CC(=O)N3CCCC3)c3ccccc23)cc1
  17.8	-11.6	i	1.5	0.5	-8.7	-1.1	1.2	2.2	1.7
39. CC(=O)c1ccc(OC(=O)Oc2ccc(C(C)=O)cc2)cc1
  -1.2	-19.1	-0.8	1.4	-1.8	/	-1.3	9.8	3.2	/
40. CCOC(=O)c1c(NC2=NS(=O)(=O)c3ccccc32)sc2c1CCCCC2
  15.3	-11.2	-0.2	0.4	-1.0	13.3	-1.6	6.0	0.4	2.3
41. COC(=O)C(Cc1ccccc1)NC(=O)COc1ccc(C(C)(C)C)cc1 (configuration not stated)
  29.0	-32.0	-0.6	/	-0.6	-4.1	5.2	19.8	0.0	-3.5
42. Cc1ccc(C)c(S(=O)(=O)N2CCN(CC(=O)NC(=O)NCc3ccco3)CC2)c1
  2.5	5.7	-0.2	2.0	-3.5	12.9	-1.3	-5.6	0.3	3.0
43. COc1ccc(NC(C)=O)cc1NC(=O)CSc1nnc(-c2ccc(F)cc2)n1N
  2.1	-13.9	-6.2	/	-3.1	-5.0	0.2	-4.5	-0.3	2.6
44. Cc1ccc(C(=O)Nc2nc(C)c(C)s2)o1
  12.8	-15.6	i	/	-2.4	-19.9	-0.8	3.0	-1.0	3.2
45. CC(C)(C)[C@@H]1C=C(C(=O)O)O[C@H](OCc2ccc(CO)cc2)C1
  8.3	-14.7	-11.1	-0.7&0.5	-5.5	30.1	-1.0	8.6	-0.4	4.1
46. COc1ccc(N2CCN(c3cnc4ccccc4n3)CC2)cc1
  3.7	-7.1	-0.2	-1.3	-5.7	11.8	0.1	-4.3	-0.6	0.9
47. COC(=O)c1cc2c(N)c(C(=O)c3ccc(Cl)cc3)sc2nc1C(OC)OC
  -0.2	-3.5	-0.7	1.3	-0.5	17.6	5.1	-1.7	?	3.5
48. CCN(Cc1ccc(NC(C)=O)cc1)CC1CCCN(CCc2cccc(OC)c2)C1 (configuration not stated)
  6.3	-13.6	-0.9	0.7	/	20.0	0.2	5.7	/	1.1
49. C=COCCn1c(C)c(C(=O)OCC)c2cc(O)ccc21
  -2.3	-6.8	-4.2	/	-1.6	14.7	-0.5	-3.5	?	1.6
50. O=C1c2ccccc2NC(c2ccccc2O)N1NS(=O)(=O)c1ccccc1 (configuration not stated)
  0.4	-7.0	-0.1	0.6	-5.6	-2.0	1.0	-20.5	-1.9	-0.6
51. Cc1ccc(N=C2NC(=O)c3cccc([N+](=O)[O-])c32)cc1
  1.5	-1.7	-3.6	-1.1	-0.1	-21.6	0.2	-7.4	0.2	-1.6
52. CCNC(=O)C1CCCN(C(=O)c2ccc3snnc3c2)CC1 (configuration not stated)
  0.2	/	i	0.6	-0.1	/	/	-0.6	-0.1	/

# Complete entries, looked up by structure. Values in the order: Y pestis TopoI, PriA SSB inh, Vc quorum ag, TcdB inh, Anthrax LF prot, DUSP3 inh, PfHsp40 rescue, CCHF vOTU inh, BoNT A protease, 3CLpro inhibitor
# CCN(C(=O)CN1C(=O)NC(c2ccccc2)(c2ccc(C)c(C)c2)C1=O)C1CCS(=O)(=O)C1 (configuration not stated) is entered as 19.7, 6.1, i, 0.8, -3.2, /, -0.3, 1.5, -0.2, /
# Cc1ccc(CNc2oc(COc3ccccc3Cl)nc2C#N)cc1 is entered as -5.2, 14.2, 0.3, /, -4.0, -7.1, 0.3, 4.9, -0.7, -1.5
# Cc1ccc(C(=O)Nc2nc(C)c(C)s2)o1 is entered as 12.8, -15.6, i, /, -2.4, -19.9, -0.8, 3.0, -1.0, 3.2
# CNC(=O)COC(=O)COc1ccc2c(C)cc(=O)oc2c1 is entered as 2.2, 11.4, i, 1.5, -0.4, 13.1, 1.3, 4.7, -0.3, 0.8
# CCOC(=O)c1c(NC2=NS(=O)(=O)c3ccccc32)sc2c1CCCCC2 is entered as 15.3, -11.2, -0.2, 0.4, -1.0, 13.3, -1.6, 6.0, 0.4, 2.3

# High-throughput results as filed in PubChem.
